HT1080NT lethal = qHTS for induction of synthetic lethality in tumor cells producing 2HG: qHTS for the HT-1080-NT fibrosarcoma cell line. Potency, µM (series often up to 46.1 µM), for inactives: at the top dose activity, negative = less viability, most hits filed as cytotoxic. HT-1080-NT fibrosarcoma viability, CellTiter-Glo ATP luminescence, 48 h. 1.6% of 360,000 active;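 further: NT is the 2HG producing partner of a matched IDH1 knockdown line; potency means the concentration at half of the fitted maximal effect; 0% = DMSO-treated cells and -100% = media-only wells without cells; nearly all actives have a fitted effect of over 55% in size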
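Fibrosarcoma NT cells, 750 per well in 5% FBS RPMI, were exposed to compound for 48 hours. Viability: CellTiter-Glo luminescence.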
KB-V1 cytotox = qHTS assay for MDR1-selective chemotherapeutics: Primary screen using the drug-selected MDR subline cells KB-V1. Potency, µM (series often up to 46.1 µM), inactives show at the top dose activity change, negative = cytotoxicity, actives largely listed as cytotoxic. KB-V1 MDR cells viability, CellTiter-Glo, 72 h. AID 1347076, 2019. 3.4% of 400,000 active; further: potency means the concentration at half of the fitted maximal effect; on the % scale 0 is the no-effect control and ±100 the full control effect; nearly all actives have a fitted effect of over 60% in size
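Compound-treated KB-V1 multidrug-resistant cells, 72 h, 37 degrees C; viability by CellTiter-Glo. Fitted qHTS curves give the values.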
MCF10A rerep = A quantitative high throughput screen for small molecules that induce DNA re-replication in MCF 10a normal breast cells; MCF 10A DNA re-replication, Hoechst nuclear intensity, 48 h; Potency, µM (highest dose often 46.1 µM), inactives show at the highest dose activity, positive = re-replication, hits mostly activators; 2.9% of 350,000 active; AID 624296, 2012; further: potency means the concentration at half of the fitted maximal effect; % of control where 0% means no effect; nearly all actives have a fitted effect of over 50% in size
SW480 rereplic = A quantitative high throughput screen for small molecules that induce DNA re-replication in SW480 colon adenocarcinoma cells; SW480 DNA re-replication, Hoechst DNA content imaging, 48 h; AID 624297, 2012; Potency, µM (highest dose often 46.1 µM), without a hit: at the top dose re-replication activation, usual class: activators; 1.8% of 340,000 active; further: potency means the concentration at half of the fitted maximal effect; % of control where 0% means no effect; nearly all actives have a fitted effect of over 55% in size
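Hoechst fluorescence of nuclei (405 nm excitation, 500-530 nm emission) measured by plate-scanning imager after 48 hr compound exposure at 37 C; re-replication scored as increased number of nuclei with elevated intensity.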
S2 tox = Viability Counterscreen for Primary qHTS for Inhibitors of ATXN expression; AID 651635, 2014; S2 cells (HEK-293 line with an ATXN2-luciferase reporter) viability, CellTiter-Fluor protease fluorescence, 24 h; 0.49% of 400,000 active; Potency, µM (titrated, usually from 56.7 µM), actives largely listed as cytotoxic; further: potency means the concentration at half of the fitted maximal effect; nearly all actives have a fitted effect of over 40% in size
ATXN2 expr inh = Primary qHTS for Inhibitors of ATXN expression. HEK-293 ATXN2-luciferase reporter, luminescence, 24 h. Potency, µM (top dose mostly 57 µM), for inactives: at the top dose activity change, negative = inhibition, most hits filed as inhibitors. 0.72% of 360,000 active. AID 1745845, 2022; further: potency means the concentration at half of the fitted maximal effect; on the % scale 0 is the no-effect control and ±100 the full control effect; nearly all actives have a fitted effect of over 55% in size
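qHTS (up to 57 uM final) was run with 24 h compound exposure of reporter cells at 37 °C. Each well was multiplexed: SteadyGlo luminescence measured ATXN2-luciferase expression after a fluorogenic Gly-Phe-AFC viability readout (25 uM final).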
HT1080 IDH1KD tx = qHTS for induction of synthetic lethality in tumor cells producing 2HG: qHTS for the HT-1080-IDH1KD cell line; HT-1080 IDH1 knockdown viability, ATP luminescence, 48 h; Potency, µM (doses to about 46.1 µM), inactives show at the highest dose activity, negative = toxicity, most hits filed as cytotoxic; 2% of 360,000 active; AID 686971, 2013;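 further: potency means the concentration at half of the fitted maximal effect; 0% = DMSO wells and -100% = cell-free medium wells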
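Luminescent ATP read-out (CellTiter-Glo, 10 min at room temperature) after 48 h compound exposure at 37 °C gave viability of IDH1-knockdown HT-1080 cells. Activity was normalised to DMSO and cell-free wells, then fitted as concentration-response curves.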
IL1B secr inh = qHTS for Inhibitors of Inflammasome Signaling: IL-1-beta AlphaLISA Primary Screen; THP-1 LPS/ATP IL-1B secretion, AlphaLISA, 16 h; active compounds read low; 4.7% of 360,000 active; AID 743279, 2014; activity change, % at 57.5 µM; in the data active means activity change below about -50%; inconclusive means mostly about -30% to -49%; further: on the % scale 0 is the no-effect control and ±100 the full control effect
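THP-1 cells pretreated 1 hr with compounds (up to 57.5 uM final), then stimulated with LPS (250 ng/mL final) plus ATP (1.25 mM final); secreted IL-1B measured by AlphaLISA after 16 hr, decreased signal indicating inhibition.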
KB-3-1 tox = qHTS assay for MDR1-selective chemotherapeutics: Primary screen using the parental adenocarcinoma cell KB-3-1. KB-3-1 viability, CellTiter-Glo ATP luminescence, 72 h. 1.4% of 400,000 active. Potency, µM (highest dose often 46.1 µM), for inactives: top-dose activity change, negative = cytotoxic, hits mostly cytotoxic; further: potency means the concentration at half of the fitted maximal effect; on the % scale 0 is the no-effect control and ±100 the full control effect; nearly all actives have a fitted effect of over 60% in size
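Luminescent ATP read-out (CellTiter-Glo) measures survival of drug-naive KB-3-1 cells after 72 h compound exposure at 37 °C. Titration series was screened from lowest to highest concentration, with DMSO vehicle plates as background controls.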
* marks the source's active call; other numbers are inactive results; i = inactive; ? = inconclusive; . = no result given; & = joins results of further samples; [ ] = another dose, or the depositor's remark. Unless noted, the call rests on the fitted dose curve; in most records, active means well fitted curve in the direction sought with a large enough effect; inconclusive means small, poorly fitted or top-dose-only effect, or another doubt; inactive means no such curve, though single readings can be large; an effect the other way counts as inactive or inconclusive.

SMILES	HT1080NT lethal	KB-V1 cytotox	MCF10A rerep	SW480 rereplic	S2 tox	ATXN2 expr inh	HT1080 IDH1KD tx	IL1B secr inh	KB-3-1 tox
Cc1cccc(C)c1NC(=O)Nc1nc(CN(C)C)cs1	?	6%	.	.	i	18%	16%	5	0%
O=c1c2sc3ccccc3c2n(Cc2ccc(F)cc2Cl)c(=O)n1Cc1ccccc1	.	0%	.	.	i	2%	.	.	20%
CC(C)(C)NC(=O)COC(=O)/C=C/c1ccc(F)cc1	16%	0%	0%	-1%	?	5%	15%	-6	11%
CN(CC(=O)Nc1ccccc1C(F)(F)F)C(=O)Cn1c(=O)oc2ccccc21	11%	15%	1%	1%	i	10%	16%	2	0%
CC1(C)Cc2nc3oc4c(=O)n(CC(=O)Nc5ccccc5)cnc4c3cc2CO1	-1%	-9%	-1%	-5%	i	23%	0%	63	?
CCOc1ccccc1/C=N/NC(=O)c1nnn(-c2nonc2N)c1CN1CCCCCC1	2%	?	?	-3%	i	1%	7%	23	30%
CCc1ccc(C2=NN(CCC(=O)NCc3cccs3)C(=O)CC2)cc1	6%	?	0%	-12%	i	.	-9%	-27	-7%
CN1CCN(c2ccccc2NC(=O)c2ccc(N3CCCCC3)c([N+](=O)[O-])c2)CC1	-25%	-7%	?	16%	?	0%	-22%	-63*	1%
CCC(CC)c1nnc(NC(=O)COc2ccc3c(C)cc(=O)oc3c2)s1	13%	0%	1%	-4%	i	-3%	18%	1	-24%
CC(C)(C)[C@@H]1COC(=O)[C@H](Cc2ccc(F)cc2)CC/C=C\C[C@@H](CC(=O)NCCO)C(=O)N1	6%	-2%	16%	?	i	-3%	5%	0	0%
COc1ccccc1Nc1ccc([N+](=O)[O-])cc1N	-1%	9%	?	-8%	i	5%	-12%	-12	?
CCc1ccc(C(=O)COC(=O)CNC(=O)CNS(=O)(=O)c2ccccc2)cc1	2%	.	12%	13%	?	4%	15%	0	.
CC1CCc2c(C(=O)NCc3ccco3)csc2C1 (stereo not given)	14%	22%	16%	89%	i	1%	-1%	-79*	-1%
CCOc1ccccc1NC(=O)C(OC(=O)c1cnccn1)c1ccccc1 (stereo not given)	10%	18µM*	3%	1%	i	-4%	2%	2	5%
CCOC(=O)c1c(NC(=O)CCN2C(=O)c3cccc([N+](=O)[O-])c3C2=O)sc(C(=O)OC(C)C)c1C	6%	0%	-29%	-5%	i	17%	14%	11	10%

Quoted from the entries so far (11 entries):
SMILES	HT1080NT lethal	KB-V1 cytotox	MCF10A rerep	SW480 rereplic	S2 tox	ATXN2 expr inh	HT1080 IDH1KD tx	IL1B secr inh	KB-3-1 tox
O=c1c2sc3ccccc3c2n(Cc2ccc(F)cc2Cl)c(=O)n1Cc1ccccc1	.	0%	.	.	i	2%	.	.	20%
CC(C)(C)NC(=O)COC(=O)/C=C/c1ccc(F)cc1	16%	0%	0%	-1%	?	5%	15%	-6	11%
CN(CC(=O)Nc1ccccc1C(F)(F)F)C(=O)Cn1c(=O)oc2ccccc21	11%	15%	1%	1%	i	10%	16%	2	0%
CC1(C)Cc2nc3oc4c(=O)n(CC(=O)Nc5ccccc5)cnc4c3cc2CO1	-1%	-9%	-1%	-5%	i	23%	0%	63	?
CCOc1ccccc1/C=N/NC(=O)c1nnn(-c2nonc2N)c1CN1CCCCCC1	2%	?	?	-3%	i	1%	7%	23	30%
CCc1ccc(C2=NN(CCC(=O)NCc3cccs3)C(=O)CC2)cc1	6%	?	0%	-12%	i	.	-9%	-27	-7%
CN1CCN(c2ccccc2NC(=O)c2ccc(N3CCCCC3)c([N+](=O)[O-])c2)CC1	-25%	-7%	?	16%	?	0%	-22%	-63*	1%
CCC(CC)c1nnc(NC(=O)COc2ccc3c(C)cc(=O)oc3c2)s1	13%	0%	1%	-4%	i	-3%	18%	1	-24%
CC(C)(C)[C@@H]1COC(=O)[C@H](Cc2ccc(F)cc2)CC/C=C\C[C@@H](CC(=O)NCCO)C(=O)N1	6%	-2%	16%	?	i	-3%	5%	0	0%
COc1ccccc1Nc1ccc([N+](=O)[O-])cc1N	-1%	9%	?	-8%	i	5%	-12%	-12	?
CCc1ccc(C(=O)COC(=O)CNC(=O)CNS(=O)(=O)c2ccccc2)cc1	2%	.	12%	13%	?	4%	15%	0	.

(cont.)
SMILES	HT1080NT lethal	KB-V1 cytotox	MCF10A rerep	SW480 rereplic	S2 tox	ATXN2 expr inh	HT1080 IDH1KD tx	IL1B secr inh	KB-3-1 tox
Cc1ccccc1SCC(=O)NCC(c1ccc(F)cc1)N1CCOCC1 (stereo not given)	-1%	-17%	-6%	?	i	-13%	8%	-4	2%
CCCS(=O)(=O)NC(=O)C1(C)CCCN(C(=O)c2cc(-c3ccccc3)cs2)C1 (stereo not given)	0%	3%	.	.	i	8%	-1%	25	0%
N#C/C(=C\C=C\c1ccccc1[N+](=O)[O-])C(=O)NCc1ccccc1	-24%	?	3.7µM*	21µM*	?	28µM*	?	-102*	16µM*
CCOc1ncccc1C(=O)Nc1ccc(OC)c(S(=O)(=O)N2CCOCC2)c1	-3%	0%	8%	4%	i	-8%	2%	-2	-4%
COc1ccc2sc(C)nc2c1NC(C)=O	12%	?	0%	-2%	?	?	13%	-9	-5%
Cc1nc2nc(SCC(=O)NCCc3ccc(Cl)cc3)nn2c(C)c1Cc1ccccc1	.	?	.	.	i	-21%	.	.	-17%
O=C1C=CC(=Nc2cccc3c2C(=O)c2ccccc2-3)O1	0%	0%	?	23µM*	i	-2%	-53%	-93*	?
COc1ccc(C(=O)NC(=S)NCc2cccnc2)cc1Br	-1%	-27%	3%	?	?	.	-2%	-21	1%
COCCSc1nnc(NC(=O)c2cc(OC)c(OC)cc2[N+](=O)[O-])s1	-4%	-1%	29%	-38%[inhibitor]	i	.	-9%	1	-13%
Cc1ccc(C(=O)NS(=O)(=O)c2ccccc2)cc1	-1%	-2%	?	31%	i	5%	2%	0	-6%
Nc1ncnc2c1C(c1ccccc1)c1c(ccc3ccccc13)O2 (stereo not given)	.	-14%	22%	-13%	i	35%	.	.	0%
CCOC(=O)C1C(C)C(C(C)(C)C)N(S(=O)(=O)c2ccc(C)cc2)C1c1ccccc1 (stereo not given)	-27%	?	.	.	.	.	-24%	-16	23µM*
O=S1(=O)[C@H]2C[C@@H]3C=C[C@@]2(CN1Cc1ccc(Cl)cc1)O3	0%	4%&-9%	9%	-15%	i	-11%	-2%	-9	-13%&7%
CCOc1ccc(CNC(=O)c2cc3ccccn3n2)cc1OC	.	-13%	.	.	i	-8%	.	.	-8%
O=C1CCSc2c1ccc1ccccc21	1%	1%	0%	-1%	i	9%	1%	12	4%
CC1NC(=S)N(C2CCCCC2)C1=O (stereo not given)	17%	-1%	?	0%	i	-10%	-5%	-14	11%
COc1ccc(S(=O)(=O)N2CCC(C(=O)N3CCN(C)CC3)CC2)cc1Cl	1%	8%	-4%	4%	i	0%	-3%	9	8%
CCCCN(C(=O)c1ccc(S(=O)(=O)N2CCCC2)cc1)C1CCS(=O)(=O)C1 (stereo not given)	-3%	-6%	0%	6%	i	9%	0%	-1	12%
C=CCn1c(CCNC(=O)c2cccs2)nnc1SCC(=O)c1ccc(Cl)cc1	?	-1%	26µM*	?	i	-1%	?	-8	1%
CC1(C(=O)Nc2ccc3c(c2)OCCO3)CN(S(C)(=O)=O)CC(=O)N1Cc1cccs1 (stereo not given)	?	-7%	.	.	.	.	1%	-19	-2%
CC1(C)CC2(CCO1)N1CC3(C)CN2CC(C)(C1)C3=O (stereo not given)	1%	-11%	-5%	-2%	i	5%	-10%	18	0%
CCOC(=O)/C=C(C)\C=C\c1c[nH]c2ccccc12	?	4%	2%	-3%	i	-9%	?	-64*	1%
Cc1ccc(-n2c(O)c(/C=N/Nc3ccc(S(=O)(=O)N4CCOCC4)cc3[N+](=O)[O-])c3ccccc3c2=O)c(C)c1	12µM*	?	?	?	?	?	?	-65*	2%
COc1ccc(S(=O)(=O)N(C)CC(=O)Nc2ccccc2SC)cc1Cl	-1%	4%	0%	2%	i	?	-12%	-4	-9%
Cc1cc2nn(-c3ccccc3)nc2cc1NC(=O)c1cccs1	?	-22%	?	8%	i	48%[activator]	?	1	-9%
FC(F)(F)c1cccc(N2Cc3ccccc3C2)c1	13%	16%	?	-9%	i	27%	8%	8	21%
C[C@H]1CN([C@@H](C)CO)C(=O)CCCn2nncc2CO[C@@H]1CN(C)S(=O)(=O)c1ccc(-n2cccn2)cc1	6%	0%	.	.	i	7%	5%	16	2%
CCOC(=O)c1ccccc1NC(=O)Cn1ncc2c([nH]c3ccccc32)c1=O	.	-7%	.	.	i	-11%	.	.	7%
Cc1ccc(C(=O)Cn2nc(C)c([N+](=O)[O-])c2C)c(C)c1	11%	-27%	0%	-4%	i	15%	13%	-18	-9%
Cc1nc2sc(C(c3cccs3)N3CCN(c4cccc(Cl)c4)CC3)c(O)n2n1 (stereo not given)	-3%	0%	-7%	0%	?	-15%	-19%	-11	13%
Cc1ccc(CNc2nc3ccc(C)cc3n3nnnc23)cc1	.	?	.	.	i	6%	.	.	9%
Cc1cc(C)c2[nH]c(=O)c(C(c3nnnn3Cc3ccc4c(c3)OCO4)N3CCCC3)cc2c1 (stereo not given)	-6%	-5%	16%	15%	i	2%	-10%	-10	-21%

Screening data from PubChem.
